# FAK blocker: inhibitors of human focal adhesion kinase; Q05397; inhibition, %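 (tested at 7 µM)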; biochemical FAK kinase activity assay; 97,000 tested, 0.84% active; AID 727; in the data active = inhibition above about 19%;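 note: 0% = DMSO and 100% = reference compound high control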
# Target sequence (Q05397 whole entry, looked up): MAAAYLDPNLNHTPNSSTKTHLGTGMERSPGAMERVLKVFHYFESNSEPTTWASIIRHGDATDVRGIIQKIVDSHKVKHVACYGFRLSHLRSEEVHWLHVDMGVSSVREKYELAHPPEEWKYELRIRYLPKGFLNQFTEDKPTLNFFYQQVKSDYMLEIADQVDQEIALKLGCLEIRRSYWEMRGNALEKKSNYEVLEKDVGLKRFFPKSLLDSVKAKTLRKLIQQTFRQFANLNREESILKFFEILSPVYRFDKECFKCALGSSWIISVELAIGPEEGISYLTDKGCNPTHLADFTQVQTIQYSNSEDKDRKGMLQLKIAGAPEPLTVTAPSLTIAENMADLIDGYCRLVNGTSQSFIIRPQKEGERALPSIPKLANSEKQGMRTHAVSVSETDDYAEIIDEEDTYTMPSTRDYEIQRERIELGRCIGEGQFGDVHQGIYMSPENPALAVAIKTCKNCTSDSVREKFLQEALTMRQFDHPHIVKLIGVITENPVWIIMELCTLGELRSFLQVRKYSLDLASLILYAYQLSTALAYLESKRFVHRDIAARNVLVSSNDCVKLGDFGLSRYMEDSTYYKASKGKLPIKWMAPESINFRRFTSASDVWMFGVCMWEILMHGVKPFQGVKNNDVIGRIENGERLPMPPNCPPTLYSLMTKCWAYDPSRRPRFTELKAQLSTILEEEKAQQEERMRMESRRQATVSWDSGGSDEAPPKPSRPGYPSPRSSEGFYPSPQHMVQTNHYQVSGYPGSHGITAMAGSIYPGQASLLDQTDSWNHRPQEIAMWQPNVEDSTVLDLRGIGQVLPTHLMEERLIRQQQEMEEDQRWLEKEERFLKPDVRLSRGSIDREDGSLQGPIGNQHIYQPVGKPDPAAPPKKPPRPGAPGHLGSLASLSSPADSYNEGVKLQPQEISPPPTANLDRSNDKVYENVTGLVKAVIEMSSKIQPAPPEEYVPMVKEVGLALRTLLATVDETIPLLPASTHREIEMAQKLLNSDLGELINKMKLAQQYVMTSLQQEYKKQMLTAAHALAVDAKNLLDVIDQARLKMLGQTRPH
# PTPN22 act: activators of human LYP (PTPN22) phosphatase | 96,000 tested, 0.11% active | activation, % at 2 µM | recombinant LYP, DiFMUP fluorescence; 0 = plate median, 100 = signal doubled;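 active = activation at 2 µM above a set limit, the mean plus 5 SD, cut at about 37% in these data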
# IL1B cytotox: HUVEC cytotoxicity counter-screen, IL-1B stimulated; HUVEC cell count loss, Hoechst imaging; cell count reduction, % at 2 µM; 94,000 tested, 0.41% active; AID 845;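 active = cell count reduction more than 3 SD above the screen-wide mean, cut at about 70% in these data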;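 note: normalized per plate to untreated control cells as the no-loss baseline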
# cytoskel mod: modifiers of cytoskeleton assembly; HUVEC TNFa F-actin phalloidin imaging, high content; inhibition, % at 2 µM; 91,000 tested, 0.18% active; AID 836;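 active = inhibition above the batch mean plus 3 SD and confirmed as a hit by visual image inspection, cut at about 30% in these data, passing the limit was not always enough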; note: strong numbers were not always called active
# VCAM1 TNFa inh: reduces TNF alpha induced VCAM1 expression in HUVEC | inhibition, % at 2 µM | HUVEC TNFa-induced VCAM-1 immunofluorescence, high-content imaging | 95,000 tested, 0.48% active;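 active = inhibition above the batch mean plus 3 SD, with images confirmed as a hit by eye, cut at about 37% in these data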;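 note: 0% = TNF-stimulated DMSO wells and 100% = unstimulated control wells; not every result past the cut was called active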
# ERa SRC1 inh: ER-alpha (human) coactivator binding inhibition; 86,000 tested, 1.7% active; inhibition, % at 25.6 µM; TR-FRET ER-alpha LBD / SRC-1 peptide, estradiol-bound; P03372; AID 629; in the data active = inhibition above about 50%;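 note: 0% = receptor plus peptide control and 100% = peptide only without receptor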
# HUVEC tox TNFa: HUVEC cytotoxicity counter-screen, TNF alpha stimulated. HUVEC TNFalpha-stimulated, Hoechst cell count, imaging. cell count reduction, % at 2 µM. 93,000 tested, 0.17% active;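 active = cell count reduction exceeding the screen mean by over 5 SD, scaled to untreated wells per plate, cut at about 78% in these data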;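 note: cells counted after 24 h of TNF alpha exposure following the 1 h pretreatment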
# PTK2B oligo ant: antagonists of human Pyk2 oligomerization; 99,000 tested, 0.83% active; Q293 cells, Pyk2 FERM NanoBiT luminescence; active compounds read low; z-score (the deposit names both 25 µM and 10 µM);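 active = Z-score of -3 or lower, scaled per plate to the spread of control and sample wells; inactive = z-score above -3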;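 note: negative z-score means lost luminescence so less FERM oligomerization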
# LYP inh 2: inhibitors of human LYP (PTPN22) phosphatase; recombinant LYP catalytic domain, DiFMUP fluorescence; Q9Y2R2; AID 640; inhibition, % at 2 µM; 96,000 tested, 0.21% active;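 active = inhibition at 2 µM at or above a set limit, the screen mean plus 3 SD, cut at about 24% in these data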;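 note: 0% = DMSO with enzyme and 100% = enzyme fully blocked by orthovanadate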
# An asterisk follows results filed as active; / = not tested or not shown; [ ] = dose if it differs, or a comment.
SMILES,FAK blocker,PTPN22 act,IL1B cytotox,cytoskel mod,VCAM1 TNFa inh,ERa SRC1 inh,HUVEC tox TNFa,PTK2B oligo ant,LYP inh 2
Cc1ccc(S(=O)(=O)CCSc2nc(C)cc(C)c2C#N)cc1,2,-4,-34,0,-9,-6,7,-0.95,3
CCc1ccccc1NC(=O)c1ccc(-n2c(C)ccc2C)cc1,0,5,-91,-16,5,/,-28,1.3,-1
N#C/C(=C\c1ccc(O)c(O)c1)S(=O)(=O)c1ccccc1,0,-18,16,4,-5,/,-3,-1.9,14
O=C(C1CC1)N1CCN=C1SCc1ccc(F)cc1,-3,2,-11,18,17,-4,-46,/,-5
COCCOC(=O)C1=C(N)Oc2c(oc(CO)cc2=O)C1c1c(F)cccc1Cl (configuration not stated),-1,3,7,-2,16,7[fluorescence artefact?],-47,/,-6
O=C(Oc1ccc2ccccc2c1)c1cncc(Br)c1,2,11,/,5,9,18,-5,1.1,-12
CCOC(=O)c1c(NC(=O)CSc2nnc(-c3ccccc3C)n2C)sc(C(C)=O)c1C,-3,-9,3,-24,-1,11,-23,-1.7,9
CC(C)NC(=O)CN1CCN(c2ncccn2)CC1,1,-1,23,-16,-7,-5,7,0.12,1
COc1ccc(N=C2SC(C(=O)O)CC(=O)N2C)cc1 (configuration not stated),-3,0,-3,-19,-4,-8,-30,1.4,-2
O=C(NCc1ccco1)c1sc2cc(Cl)ccc2c1Cl,6,-10,11,-6,-64,23,-12,-1,9
COC(=O)c1ccccc1NC(=O)C12CCC(C)(C(=O)O1)C2(C)C (configuration not stated),1,6,-2,13,8,-7,-25,0.26,-7
C/C(=N\NC(=O)C(NC(=O)c1ccccc1)C(C)C)c1ccccc1 (configuration not stated),-2,9,-18,-13,15,/,-11,1.5,-6
COc1cccc(CNn2cnnc2)c1OCc1ccc(F)cc1,4,-4,-18,-17,19,1[fluorescence artefact?],-28,0.43,4
O=S(=O)(Cc1ccccc1)N1CCN(c2ccccc2)CC1,4,-4,5,31,11,1[fluorescence artefact?],-14,-0.43,4
O=C(NCc1ccccn1)c1ccc(Br)s1,4,17,29,9,-22,-31,/,0.17,-18
CCCCn1cnc2c([nH]c3ccccc32)c1=O,6,-3,2,34,20,3,22,0.49,5
CCc1c(-c2ccccc2)nc(N)c(C#N)c1-c1cccs1,1,4,-4,3,2,5,-6,-2.2,0
CCCCn1c(=O)c(-[n+]2ccccc2)c([O-])c2ccccc21,0,-5,-12,-18,-9,1,-14,0.21,7
S=c1[nH]nc(Cc2c[nH]c3ccccc23)o1,-4,-4,-28,11,8,-9,-11,1.5,1
CCOC(=O)N1CCN(C(=O)c2ccc3nc(N4CCC(C)CC4)sc3c2)CC1,-8,-7,2,-7,12,1,-33,-0.66,7
O=C1CN(C(=O)c2ccc(Br)o2)C(c2ccccc2)c2cc(Cl)ccc2N1 (configuration not stated),2,0,-3,11,8,0,-2,/,0
CN(Cc1nc(-c2ccncc2)no1)S(=O)(=O)c1ccc(Cl)cc1,-1,0,-18,-14,1,-6,8,-0.12,-4
Cc1ccc2nc(N/N=C\c3ccc([N+](=O)[O-])o3)nc(-c3ccccc3)c2c1,16,-15,6,-2,-15,28,/,-4*,16
CC(=O)OCCc1c(C)nc2nc[nH]n2c1=O,0,-14,-8,-20,24,-2[fluorescence artefact?],10,-0.53,15
Cc1cc(C)c2c(N)c(-c3nc4ccccc4[nH]3)sc2n1,7,4,15,18,20,-5,8,0.2,-4
NC(=O)C1(NC(=O)[C@@H]2CC3(CC(c4cccc(NC(=O)[C@@H]5CCC(=O)N5)c4)=NO3)CN2C(=O)Cc2ccc(C(F)(F)F)cc2)CC1 (some centres not stated),0,8,-6,13,5,/,-12,/,-6
CC(C)(CSc1nncn1N)NS(=O)(=O)c1ccc(Cl)cc1,1,16,-20,-2,5,-13,-3,0.02,-17
Cc1nnc(-c2cnn(C)c2N)n1Cc1cccc(Cl)c1,-1,-4,-34,24,-1,-1,-36,1,1
OCCN1CCN(CC(O)COc2ccc(Cl)cc2)CC1 (configuration not stated),0,-8,-10,/,-7,1[fluorescence artefact?],-14,-0.03,8
Cc1cc(C(=O)CSC(C)c2nc3ccccc3c(=O)[nH]2)c(C)n1C (configuration not stated),1,0,14,8,-8,9,-20,0.73,-2
COc1cc(C=O)ccc1OCCSc1ccc(C)cc1,1,0,-30,22,-1,/,-18,-0.31,4
CCCn1c2ccccc2c2nnc(SCC(=O)Nc3ncccn3)nc21,0,-9,12,-2,-25,22[fluorescence artefact?],/,1.1,8
O=C(NCc1ccncc1)C1CCCCC1,1,8,-81,-6,-8,-19,3,0.33,-9
Cc1cccn2c(=O)c3cc(C#N)c(=N)n(CC4CCCO4)c3nc12 (configuration not stated),-1,9,-47,8,6,-9,/,/,-8
CCOc1ccccc1-c1nc(-c2ccc(NC(=O)Cc3ccc(OC)cc3)cc2)no1,25*,-8,33,38,21,43[fluorescence artefact?],-12,-0.32,8
COc1ccc(OC)c(S(=O)(=O)Nc2cccc(F)c2)c1,0,3,-57,2,11,6[fluorescence artefact?],-29,-0.04,-6
Oc1ccc2ccccc2c1C=NCc1cn2ccsc2n1,11,-13,5,32,-3,9,-1,-0.67,10
Cn1c(=O)c2c(nc(CN3CCN(C(=O)c4ccco4)CC3)n2CCCc2ccccc2)n(C)c1=O,3,3,-13,-9,12,2,7,/,-3
CCc1nc2c(sc3nc4c(cc32)COC(C)(C)C4)c(=O)n1Cc1ccco1,-1,-2,8,13,7,4,-19,-0.42,2
CCCN(CCC)CCCOC(=O)c1ccc(Cl)cc1Cl,-3,-3,-11,-18,8,2,8,0.52,4
Cc1ccc2cc(CN(C(=O)c3cccnc3)C(C)C)c(=O)[nH]c2c1,-1,0,-26,38,-5,3,-21,0.39,-1
Cc1ccc2[nH]c(CCN(C)C)c(CC#N)c2c1,0,-1,24,-12,4,-10,-37,0.03,2
Cc1ccc(-n2c(C)cc(C(=S)N3CCOCC3)c2C)cc1C,4,-16,14,-17,4,/,-6,0.19,19
O=C(Cn1cccc1C(=O)c1ccccc1)NCCN1CCCCCC1,2,-5,-3,10,-8,8[fluorescence artefact?],-16,0.67,3
CNC(=S)NN(c1ccccc1)c1ccccc1,-3,12,-6,8,12,-20,6,0.33,-10
CCCCCCOC(=O)C(C#N)c1nc2ccccc2nc1N1CCN(C)CC1 (configuration not stated),5,-7,-23,-9,-17,4[fluorescence artefact?],8,-1.3,7
COC(=O)C1=CN(C(C)C)C=C(C(=O)OC)C1c1cc2c(cc1Br)OCO2,-1,6,-25,-4,-4,0,-7,-1.6,-9
C=CCN(C(=O)c1cccc(S(=O)(=O)N2CCN(C)CC2)c1)c1nc(-c2ccccc2)cs1,1,-12,6,-7,-5,/,-19,0.88,11
Cc1occc1-c1nnc(SCC(=O)Nc2nc(C(C)(C)C)cs2)o1,1,-6,-126,-14,-9,-9,-4,-0.63,8
N#Cc1c(SCc2ccccc2)sc(C(=O)c2ccccc2)c1N,2,4,5,13,-3,0,-14,0.98,-3
COc1ccc(NC2CC(=O)N(CCc3ccccc3)C2=O)cc1 (configuration not stated),-1,2,-22,13,4,0[fluorescence artefact?],-3,-0.56,-4
COc1ccc(C)cc1S(=O)(=O)NC1CCCCC1C (configuration not stated),-1,4,-21,-12,4,6,-10,-0.21,-7
COc1ccc(C(=O)NC2CCN(CC(=O)Nc3cccc(C)c3)CC2)cc1OC,0,12,16,-8,17,-23,2,-0.15,-13
O=C(CN1C2=NCCCN2c2ccccc21)c1ccc(Br)s1,5,2,24,-1,11,-7,-28,0.37,-3
N#CC1=C(N)OC2=C(C(=O)CCC2)C1c1ccccc1 (configuration not stated),5,1,4,/,6,-1,-24,0.93,-1
COc1ccccc1C(=O)Nc1ccc2c(c1)nc(CCNC(C)=O)n2C,-1,-10,-28,/,/,-38,/,-0.12,9
O=C(CSCc1ccccc1)NC1CCSC1=O (configuration not stated),-1,5,18,10,-30,2,-45,1,-8
Cc1ccc(NC(C(N)=O)c2c(C)[nH]c(=O)[nH]c2=O)cc1 (configuration not stated),0,-6,1,6,10,-14,0,1.4,5
CC(C)c1ccc(CNCc2ccccc2)cc1,1,-1,20,-6,-1,/,-3,2,5
COc1cccc(CNC(=O)CSCc2cnn(-c3ccccc3)c2-n2cccc2)c1,1,-2,8,14,-9,-8,-6,-0.48,2
CCCCC(CC)CNS(=O)(=O)c1ccc2c(c1)CCN2C(=O)CCC(=O)O (configuration not stated),6,-5,-8,7,10,-1,-11,-0.96,3
CC(=O)C(Sc1ccc2nnc(-c3ccc(F)cc3)n2n1)C(C)=O,0,-4,3,-11,14,-1,-27,/,1

# Reformatted tab-delimited: entries from further up.
structure	FAK blocker	PTPN22 act	IL1B cytotox	cytoskel mod	VCAM1 TNFa inh	ERa SRC1 inh	HUVEC tox TNFa	PTK2B oligo ant	LYP inh 2
C=CCN(C(=O)c1cccc(S(=O)(=O)N2CCN(C)CC2)c1)c1nc(-c2ccccc2)cs1	1	-12	6	-7	-5	/	-19	0.88	11
Cc1occc1-c1nnc(SCC(=O)Nc2nc(C(C)(C)C)cs2)o1	1	-6	-126	-14	-9	-9	-4	-0.63	8
N#Cc1c(SCc2ccccc2)sc(C(=O)c2ccccc2)c1N	2	4	5	13	-3	0	-14	0.98	-3
COc1ccc(NC2CC(=O)N(CCc3ccccc3)C2=O)cc1 (configuration not stated)	-1	2	-22	13	4	0[fluorescence artefact?]	-3	-0.56	-4
COc1ccc(C)cc1S(=O)(=O)NC1CCCCC1C (configuration not stated)	-1	4	-21	-12	4	6	-10	-0.21	-7
COc1ccc(C(=O)NC2CCN(CC(=O)Nc3cccc(C)c3)CC2)cc1OC	0	12	16	-8	17	-23	2	-0.15	-13
O=C(CN1C2=NCCCN2c2ccccc21)c1ccc(Br)s1	5	2	24	-1	11	-7	-28	0.37	-3
N#CC1=C(N)OC2=C(C(=O)CCC2)C1c1ccccc1 (configuration not stated)	5	1	4	/	6	-1	-24	0.93	-1
COc1ccccc1C(=O)Nc1ccc2c(c1)nc(CCNC(C)=O)n2C	-1	-10	-28	/	/	-38	/	-0.12	9
O=C(CSCc1ccccc1)NC1CCSC1=O (configuration not stated)	-1	5	18	10	-30	2	-45	1	-8
Cc1ccc(NC(C(N)=O)c2c(C)[nH]c(=O)[nH]c2=O)cc1 (configuration not stated)	0	-6	1	6	10	-14	0	1.4	5
CC(C)c1ccc(CNCc2ccccc2)cc1	1	-1	20	-6	-1	/	-3	2	5
COc1cccc(CNC(=O)CSCc2cnn(-c3ccccc3)c2-n2cccc2)c1	1	-2	8	14	-9	-8	-6	-0.48	2
CCCCC(CC)CNS(=O)(=O)c1ccc2c(c1)CCN2C(=O)CCC(=O)O (configuration not stated)	6	-5	-8	7	10	-1	-11	-0.96	3
CC(=O)C(Sc1ccc2nnc(-c3ccc(F)cc3)n2n1)C(C)=O	0	-4	3	-11	14	-1	-27	/	1
